RPL19A-GFP yeast: yeast TOR pathway RPL19A-GFP modulation | percent response vs DMSO, % at 10 µM | 0.3% of 330,000 active | S. cerevisiae RPL19A-GFP strain, flow cytometry, 3 h; active compounds read low | AID 2025;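 active means percent response vs DMSO below 50%; inconclusive means fewer than 70 events counted for the yeast strain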;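 further: median channel GFP fluorescence of the barcoded RPL19A-GFP strain; ratio of sample median GFP to plate DMSO average so 100% = DMSO; lower means less RPL19A-GFP as with rapamycin TOR inhibition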
AGP1 TOR yeast: alters AGP1-GFP fluorescence in TOR pathway yeast screen; S. cerevisiae AGP1-GFP multiplex flow cytometry, 3 h; GFP as percent of DMSO wells; AID 2066; 0.02% of 320,000 active; GFP response vs DMSO, % at 10 µM;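 active means GFP response relative to DMSO above a set limit, near screen average plus 3 SD, cut at about 150% in these data; inconclusive means fewer than 70 cells counted for the yeast strain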;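 further: median GFP channel fluorescence of the gated AGP1 strain per well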
LAP4-GFP MLPCN: modulators of TOR pathway LAP4-GFP in S. cerevisiae. GFP response vs DMSO, % at 10 µM. AID 2023. S. cerevisiae LAP4-GFP multiplex, flow cytometry GFP, 3 h; median GFP as percent of DMSO wells. 0.34% of 320,000 active;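 active means GFP response vs DMSO above a set limit, about the screen mean plus 3 SD, cut at about 150% in these data; inconclusive means under 70 cell events counted for the yeast strain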
GRK2 aptamer HTS: human GRK2 inhibition via aptamer displacement; P25098; bead flow cytometry, FAM-aptamer displacement from GRK2; inhibition of aptamer binding, % at 10 µM; 0.59% of 330,000 active;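 active means inhibition of aptamer binding above 40%, roughly 3 SD of noise, on plates passing a quality check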;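 further: median bead fluorescence of bound FAM aptamer so fluorescent compounds give negative values; no value below 0 was filed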
CIT2 TOR yeast: alters CIT2-GFP fluorescence in TOR pathway yeast screen. S. cerevisiae CIT2-GFP strain, flow cytometry, 3 h; 100 means same as DMSO wells. GFP response vs DMSO, % at 10 µM. 0.065% of 320,000 active;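 active means GFP response relative to DMSO above a set limit, near the screen mean plus 3 SD, cut at about 150% in these data; inconclusive means Fewer than 70 cells measured for a yeast strain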;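 further: ratio of well median GFP fluorescence to mean of DMSO wells on the plate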
MEP2 TOR yeast: modulators of TOR pathway MEP2-GFP in S. cerevisiae. S. cerevisiae MEP2-GFP strain, flow cytometry GFP, 3 h; 100% = DMSO control level. GFP response vs DMSO, % at 10 µM. 0.51% of 330,000 active;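 active means GFP response versus DMSO above a set limit, roughly screen mean plus 3 SD, cut at about 180% in these data; inconclusive means fewer than 70 cells counted for a yeast strain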;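 further: median GFP fluorescence of the barcode-gated MEP2-GFP cells per well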
VLA-4 inh: inhibition in a human VLA-4 binding assay | P13612 | VLA-4 expressing cells, ligand binding flow cytometry | inhibition, % (about 7 µM as worked out from the volumes in the protocol) | 0.2% of 330,000 active | AID 2557; in the data active means inhibition above about 50%
Target sequence (P13612 whole entry, looked up): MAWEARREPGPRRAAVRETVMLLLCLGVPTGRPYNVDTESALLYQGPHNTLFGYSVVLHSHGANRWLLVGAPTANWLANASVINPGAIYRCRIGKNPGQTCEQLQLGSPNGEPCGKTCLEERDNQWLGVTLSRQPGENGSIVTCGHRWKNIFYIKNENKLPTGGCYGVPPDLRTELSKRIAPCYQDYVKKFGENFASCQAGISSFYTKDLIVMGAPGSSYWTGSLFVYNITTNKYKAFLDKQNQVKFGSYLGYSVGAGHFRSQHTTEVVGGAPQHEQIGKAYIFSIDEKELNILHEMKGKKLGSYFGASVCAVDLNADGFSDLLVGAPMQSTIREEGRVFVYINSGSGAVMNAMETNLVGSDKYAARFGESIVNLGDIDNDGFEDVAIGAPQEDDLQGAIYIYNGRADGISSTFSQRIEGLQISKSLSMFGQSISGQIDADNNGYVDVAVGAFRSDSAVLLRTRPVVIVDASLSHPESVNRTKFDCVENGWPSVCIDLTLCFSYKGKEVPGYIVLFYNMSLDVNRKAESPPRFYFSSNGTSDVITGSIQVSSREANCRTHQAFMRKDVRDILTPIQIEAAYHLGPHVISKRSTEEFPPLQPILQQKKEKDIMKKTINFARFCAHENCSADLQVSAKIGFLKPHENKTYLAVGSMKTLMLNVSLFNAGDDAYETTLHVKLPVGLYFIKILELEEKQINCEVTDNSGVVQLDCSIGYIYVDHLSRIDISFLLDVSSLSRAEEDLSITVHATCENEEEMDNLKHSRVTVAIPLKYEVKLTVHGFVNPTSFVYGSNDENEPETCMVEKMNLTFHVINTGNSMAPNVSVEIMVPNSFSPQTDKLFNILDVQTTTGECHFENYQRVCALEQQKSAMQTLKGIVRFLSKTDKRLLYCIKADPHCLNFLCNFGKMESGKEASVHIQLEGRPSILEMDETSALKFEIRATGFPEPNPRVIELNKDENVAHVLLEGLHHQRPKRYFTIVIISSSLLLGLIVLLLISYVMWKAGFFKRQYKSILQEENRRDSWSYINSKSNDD
Yeast superoxide: lowers age-related superoxide in aged yeast cells; S. cerevisiae aged cells, superoxide DHE fluorescence; active compounds read low; 0.18% of 330,000 active; superoxide response (% of plate mean), % at 10 µM;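 active means superoxide response under a set limit, about three screen SD below normal, cut at about 65% in these data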;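 further: yeast aged for seven days with compound at 30 °C before DHE staining; 100% = average MFI of all compound-treated wells on the plate with controls excluded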
Starred values were filed as active, the others as inactive; ? = inconclusive; / = no result given.

1: Cc1ccccc1C(=O)N1CCC(C(=O)N(CC(C)C)c2c(N)n(CC(C)C)c(=O)[nH]c2=O)CC1
2: COc1cccc(CNC(=O)CN(C)S(=O)(=O)c2ccc3c(c2)c(=O)n(C)c(=O)n3C)c1
3: CCCN(c1ccc(OCC)cc1)S(=O)(=O)c1ccc2c(c1)CCN2C(=O)CCC(=O)O
4: COc1ccc(Br)c(C(=O)NCCC(C)C)c1
5: O=C1NCCN(Cc2cccc(Oc3ccccc3)c2)C1CC(=O)N1CCCCC1 (stereo not drawn)
assay / compound	1	2	3	4	5
RPL19A-GFP yeast	102	101	99	101	98
AGP1 TOR yeast	105	108	97	95	98
LAP4-GFP MLPCN	105	114	97	90	104
GRK2 aptamer HTS	6	5	0	0	0
CIT2 TOR yeast	98	113	93	102	94
MEP2 TOR yeast	103	94	105	106	100
VLA-4 inh	-2	15	13	13	3
Yeast superoxide	106	117	105	90	108

6: COc1cccc(COc2ncnc3sccc23)c1
7: CCc1ccc(C(O)(CC)C(CN2CCOCC2)c2ccccc2)cc1 (stereo not drawn)
8: COc1ccc(CCNC(=O)CSc2nc3[nH]ncc3c(=O)n2-c2ccccc2Br)cc1OC
9: CCNC(=S)N(CCN(C)C)Cc1cc2cc3c(cc2[nH]c1=O)OCO3
10: Cc1ccc(Nc2c([N+](=O)[O-])c(=O)oc3ccccc23)cc1C
assay / compound	6	7	8	9	10
RPL19A-GFP yeast	98	109	96	91	98
AGP1 TOR yeast	102	104	98	147	94
LAP4-GFP MLPCN	101	99	111	79	114
GRK2 aptamer HTS	2	0	0	4	2
CIT2 TOR yeast	100	103	92	79	95
MEP2 TOR yeast	98	113	93	92	99
VLA-4 inh	9	3	-7	2	7
Yeast superoxide	92	99	95	90	92

11: Cc1cccc(N(C)C(=O)COc2cc(=O)n(C)c3ccccc23)c1
12: CCN(CC)C(=O)Oc1ccc2ccccc2c1Cl
13: COc1ccc(N2CC(C(=O)Nc3ccc(S(=O)(=O)Nc4nccs4)cc3)CC2=O)cc1 (stereo not drawn)
14: CCOc1cccc(C(=O)Nc2ccc(N(CC)CC)cc2)c1
15: Fc1ccc(/C=N\Nc2cccc(F)c2)cc1
assay / compound	11	12	13	14	15
RPL19A-GFP yeast	95	105	98	99	108
AGP1 TOR yeast	100	104	100	103	111
LAP4-GFP MLPCN	100	104	93	111	105
GRK2 aptamer HTS	2	0	3	2	0
CIT2 TOR yeast	99	98	/	100	109
MEP2 TOR yeast	93	106	103	99	119
VLA-4 inh	3	-4	13	12	6
Yeast superoxide	88	96	97	118	103

16: O=C(NCCCO)c1ccc2[nH]c3ccccc3c2c1
17: N#CCCn1cc(C(=O)O)c(-c2ccc3ccccc3c2)n1
18: COc1ccc(C(=O)NCCCN2CCOCC2)cc1Br
19: COC(=O)/C=C/C1=CN(Cc2ccccc2)CCC1=O
20: CCN1CCN(c2ccc(S(=O)(=O)N3CCCC3)cn2)CC1
assay / compound	16	17	18	19	20
RPL19A-GFP yeast	96	96	103	96	113
AGP1 TOR yeast	93	95	105	95	102
LAP4-GFP MLPCN	92	87	106	97	106
GRK2 aptamer HTS	0	0	3	4	0
CIT2 TOR yeast	93	102	91	88	102
MEP2 TOR yeast	118	99	103	90	104
VLA-4 inh	19	2	1	11	11
Yeast superoxide	100	109	90	100	95

21: Cc1ccc(/C=C/C(=O)O)cc1S(=O)(=O)NCCCC(=O)O
22: COc1ccccc1-n1nnnc1SCC(=O)NC1CCCC1
23: CN(C)c1ccc(N2CN=C3SCC(=O)N3C2)cc1
24: Nc1nonc1-n1nnc(C(=O)N/N=C/c2ccc(Br)cc2)c1-c1ccc2c(c1)OCO2
25: CC(Sc1nnc(C2CC2)n1C1CC1)C(=O)N(C)C1(C#N)CCCCC1 (stereo not drawn)
assay / compound	21	22	23	24	25
RPL19A-GFP yeast	99	102	91	104	98
AGP1 TOR yeast	102	105	94	104	98
LAP4-GFP MLPCN	93	107	88	104	98
GRK2 aptamer HTS	0	2	4	3	1
CIT2 TOR yeast	104	109	86	107	100
MEP2 TOR yeast	104	110	91	107	102
VLA-4 inh	1	4	-4	-2	19
Yeast superoxide	98	115	79	118	133

26: O=C(O)c1cccc(NC(=S)NC(=O)c2ccc(-c3ccc(Cl)cc3)o2)c1
27: Cc1cccc(OCC(=O)Nc2cccc(-c3nnc(-c4ccccc4)o3)c2)c1C
28: COc1ccc(-c2cn(-c3ccc(OC)cc3)c3[n+]2-c2ccccc2CC3)cc1
29: CCOC(=O)N1CCN(C2=C(NS(=O)(=O)c3ccccc3)C(=O)c3ccccc3C2=O)CC1
30: CCOC(=O)C(=CNCC(=O)OC)C(=O)OCC
assay / compound	26	27	28	29	30
RPL19A-GFP yeast	98	98	98	97	102
AGP1 TOR yeast	98	98	91	98	103
LAP4-GFP MLPCN	96	95	108	83	110
GRK2 aptamer HTS	0	0	0	1	0
CIT2 TOR yeast	96	/	90	97	116
MEP2 TOR yeast	99	95	99	94	101
VLA-4 inh	7	-4	11	4	-4
Yeast superoxide	112	89	104	155	70

3 structures from above, sorted by length of the SMILES, lowest first:
27: Cc1cccc(OCC(=O)Nc2cccc(-c3nnc(-c4ccccc4)o3)c2)c1C
26: O=C(O)c1cccc(NC(=S)NC(=O)c2ccc(-c3ccc(Cl)cc3)o2)c1
28: COc1ccc(-c2cn(-c3ccc(OC)cc3)c3[n+]2-c2ccccc2CC3)cc1
assay / compound	27	26	28
RPL19A-GFP yeast	98	98	98
AGP1 TOR yeast	98	98	91
LAP4-GFP MLPCN	95	96	108
GRK2 aptamer HTS	0	0	0
CIT2 TOR yeast	/	96	90
MEP2 TOR yeast	95	99	99
VLA-4 inh	-4	7	11
Yeast superoxide	89	112	104

Along the list, as entered above.
Nos. 27–30 in GRK2 aptamer HTS, in turn: 0, 0, 1, 0
Nos. 27–30 in AGP1 TOR yeast, in turn: 98, 91, 98, 103
Nos. 27–30 in CIT2 TOR yeast, in turn: /, 90, 97, 116

(more compounds)
31: O=C(COc1ccccc1-c1ccccc1)N/N=C/c1cccc2ccccc12
32: O=C(COc1ccc(Cl)cc1)NCc1n[nH]c(=O)c2ccccc12
33: Cc1cc(=O)n(C)c(=O)n1CCCNc1ccccc1
34: COCCN(C(=O)COC(=O)CCC1CCCC1)c1c(N)n(Cc2ccccc2)c(=O)[nH]c1=O
35: COC(=O)CCC(=O)N1CCC(CCC(=O)NCc2ccc(F)cc2)CC1
assay / compound	31	32	33	34	35
RPL19A-GFP yeast	94	103	100	96	102
AGP1 TOR yeast	100	109	107	100	110
LAP4-GFP MLPCN	96	122	97	98	100
GRK2 aptamer HTS	0	2	3	1	1
CIT2 TOR yeast	99	98	/	87	103
MEP2 TOR yeast	99	105	93	100	103
VLA-4 inh	39	3	5	2	-1
Yeast superoxide	77	109	85	99	102

36: Cc1cc(C(=O)CSc2n[nH]c(N)n2)c(C)n1-c1cc(F)ccc1F
37: Cc1cc(/N=C/C=C2\N(C)c3ccccc3C2(C)C)n(CCC#N)n1
38: Fc1ccc(Nc2nnc(C(F)(F)F)s2)cc1Cl
39: COC(=O)c1cn(C(=O)c2cc(OC)c(OC)c(OC)c2)c2ccccc12
40: Cc1cc(Cl)ccc1NC(=S)NCCCN1CCCC1=O
assay / compound	36	37	38	39	40
RPL19A-GFP yeast	95	114	97	100	102
AGP1 TOR yeast	103	87	92	96	96
LAP4-GFP MLPCN	88	77	108	92	90
GRK2 aptamer HTS	5	4	0	0	3
CIT2 TOR yeast	87	79	98	92	100
MEP2 TOR yeast	90	97	90	100	97
VLA-4 inh	14	-91	-6	9	-4
Yeast superoxide	105	94	91	86	107

41: Nc1nc(CN2CCCCC2)cs1
42: CC(=O)c1c(N2CCN(c3ccccc3)CC2)nc(=S)n(-c2ccccc2)c1C
43: COc1nc(-c2ccccc2)cc(-c2ccccc2)n1
44: C=CCN1c2ccccc2[C@]23C[C@@H](C(=O)OC)N(C(=O)c4cc(C)oc4C)C2=NC(C(=O)OC)=C(C(=O)OC)[C@H]13
45: CCC(=O)Nc1ccc2c(c1)nc(CN1CCN(C(C)=O)CC1)n2C
assay / compound	41	42	43	44	45
RPL19A-GFP yeast	99	98	100	103	97
AGP1 TOR yeast	106	98	95	93	/
LAP4-GFP MLPCN	109	100	100	101	101
GRK2 aptamer HTS	0	0	0	0	4
CIT2 TOR yeast	101	97	97	89	96
MEP2 TOR yeast	102	110	97	96	99
VLA-4 inh	-3	-1	-4	-5	1
Yeast superoxide	100	110	98	98	97

46: Cc1sc2c(c1C)c(=O)n(-c1ccccc1)c1nnc(C)n21
47: COc1ccc([N+](=O)[O-])cc1NC(=O)CSc1nncn1-c1ccccc1
48: CCc1ccc(OCC(=O)Nc2ncn[nH]2)cc1
49: CC(=O)c1c(C(C)=O)c(C)n(C2CCCCC2)c1C
50: CCOC(=O)[C@@H]1[C@H]2COc3cc(OC)ccc3[C@H]2N2C(=O)N(c3ccc(C)cc3)C(=O)[C@]12C
assay / compound	46	47	48	49	50
RPL19A-GFP yeast	99	98	97	90	94
AGP1 TOR yeast	104	95	110	/	103
LAP4-GFP MLPCN	95	101	116	?	103
GRK2 aptamer HTS	6	3	0	2	4
CIT2 TOR yeast	101	96	110	94	90
MEP2 TOR yeast	97	106	98	?	99
VLA-4 inh	-9	20	3	5	21
Yeast superoxide	100	96	102	93	113

51: Cc1cc(C)nc(SCC(=O)N2CCc3ccccc32)n1
52: CCc1sc(C(=O)Nc2ccc(F)cc2C)cc1C
53: COc1cc(C(=O)NCCC(=O)NC2CCCCCCC2)cc(OC)c1OC
54: CCOc1ccc(N2C(=O)Nc3ccccc3C2(O)C(=O)NCc2ccc3c(c2)OCO3)cc1 (stereo not drawn)
55: Nc1c(-c2ccccc2)c(CSc2nc3ccccc3[nH]2)nn1-c1cccc(C(=O)O)c1
assay / compound	51	52	53	54	55
RPL19A-GFP yeast	99	97	100	93	104
AGP1 TOR yeast	93	95	108	90	101
LAP4-GFP MLPCN	95	111	107	92	92
GRK2 aptamer HTS	0	1	1	2	1
CIT2 TOR yeast	93	90	102	96	100
MEP2 TOR yeast	98	100	105	96	98
VLA-4 inh	3	21	-5	3	9
Yeast superoxide	99	104	100	104	100

56: CC(=O)c1c(C)[nH]c(C(=O)OCC(=O)c2c[nH]c3ccccc23)c1C
57: CCC(C)c1ccc(NC(=O)C2CCN(c3ccc(C(F)(F)F)cn3)CC2)cc1 (stereo not drawn)
58: Cc1cccc(OCC(=O)NCC(=O)N/N=C/c2cccs2)c1
59: CSCc1ccc(C(=O)NCc2ccccc2)cc1
60: CC(C(=O)Nc1ccc(O)c(C(=O)O)c1)N1C(=O)/C(=C/c2cccs2)SC1=S (stereo not drawn)
61: CCOc1ccc(N2C(=O)C3ON(c4ccccc4)C(c4cccs4)C3C2=O)cc1 (stereo not drawn)
assay / compound	56	57	58	59	60	61
RPL19A-GFP yeast	100	115	98	109	100	103
AGP1 TOR yeast	103	99	101	102	52	102
LAP4-GFP MLPCN	107	97	95	98	105	105
GRK2 aptamer HTS	0	0	0	3	3	7
CIT2 TOR yeast	99	104	93	90	97	104
MEP2 TOR yeast	110	106	105	107	103	106
VLA-4 inh	9	19	3	19	7	-1
Yeast superoxide	92	90	101	96	104	92

Compounds as they come, and some 1.7% of all compounds hit somewhere here.
